Bioassay records (PubChem)
AT treatment: potential ataxia-telangiectasia treatment; […] A-T fibroblasts, KAP-1 phosphorylation AlphaLISA; neocarzinostatin DNA damage 30 min before lysis; Potency, µM (titrated, usually from 57.5 µM), without a hit: at the top dose activation, actives largely listed as activators; 320,000 tested, 0.19% active; also: potency is read from the fitted curve at half-maximal effect; % of control where 0% means no effect; nearly all actives have a fitted effect of over 45% in size
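hTERT-immortalized A-T patient fibroblasts ([…]), 500 cells/well in OPTI-MEM, 1% FBS, got compounds for 60 min, then NCS for 30 min at 37C. Lysates were then assayed for phospho-KAP-1 by AlphaLISA (anti-pKAP1 donor, anti-KAP1 acceptor beads), 6 hr at 25C.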
MLL CXXC-DNA inh: blocks binding of human MLL CXXC domain to DNA. 290,000 tested, 0.037% active. Potency, µM (series often up to 115 µM), inactives show top-dose activity change, negative = inhibition, most hits filed as inhibitors. Q03164. MLL-CXXC / FITC-HOXA9 DNA fluorescence polarization. AID 2662; active = well fitted inhibition curve with a large enough effect in the polarisation, with a control signal flat, not every such curve was filed as active; inconclusive = small, poorly fitted or top-dose-only effect, or effect the other way, or a change in a side signal; inactive = no such curve, though single readings can be large or run the other way; the % refers to the polarisation; also: potency is read from the fitted curve at half-maximal effect
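Fluorescence polarization: 7 uM MLL-CXXC (stock) preincubated 5 min with compounds, then 50 nM fluorescein-HOX-A9 DNA (stock) added; 30 min ambient. Buffer 50 mM Tris-HCl pH 7.5, 50 mM NaCl, 1 mM DTT, 0.05% BSA.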
GALK inhibitor: galactokinase (human) inhibition. P51570. Purified GALK, Kinase-Glo residual ATP luminescence. Potency, µM (titrated, usually from 57.5 µM), inactives show top-dose activity change, negative = inhibition, usual class: inhibitors. 270,000 tested, 0.007% active; also: potency is read from the fitted curve at half-maximal effect; % is scaled to controls: 0 for no effect and ±100 for the full control effect
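Human GALK (5 nM) with 35 uM ATP and 100 uM galactose in 20 mM HEPES pH 8.0, 5 mM MgCl2, 60 mM NaCl, 1 mM DTT, 0.01% BSA. After 1 h at room temperature, leftover ATP was read by Kinase-Glo Plus luminescence.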
MBNL1 CUG block: MBNL1-poly(CUG) RNA binding inhibition; Potency, µM (highest dose often 57.5 µM), inactives show at the top dose activity change, negative = inhibition, actives largely listed as inhibitors; Q9NR56; TR-FRET MBNL1-His/biotin-(CUG)12 binding, 665/545 ratio; 280,000 tested, 0.036% active; active = well fitted inhibition curve with a large enough effect in the signal ratio, with a control signal flat, not every such curve was filed as active; inconclusive = small, poorly fitted or top-dose-only effect, or effect the other way, or a change in a side signal; inactive = no such curve, though single readings can be large or run the other way; the % refers to the signal ratio; also: potency is read from the fitted curve at half-maximal effect; % is scaled to controls: 0 for no effect and ±100 for the full control effect
Target sequence (Q9NR56 whole entry, looked up): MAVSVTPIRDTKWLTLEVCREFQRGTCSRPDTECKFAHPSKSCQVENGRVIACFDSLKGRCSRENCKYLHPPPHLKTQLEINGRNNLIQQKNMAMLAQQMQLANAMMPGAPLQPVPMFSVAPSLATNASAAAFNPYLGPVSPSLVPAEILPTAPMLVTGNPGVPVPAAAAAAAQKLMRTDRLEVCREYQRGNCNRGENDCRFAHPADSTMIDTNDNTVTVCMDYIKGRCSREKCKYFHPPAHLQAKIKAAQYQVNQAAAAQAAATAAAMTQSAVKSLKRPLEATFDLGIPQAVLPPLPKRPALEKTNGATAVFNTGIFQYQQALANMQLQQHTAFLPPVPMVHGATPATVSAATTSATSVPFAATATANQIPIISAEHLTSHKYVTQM
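TR-FRET readout: Ex 340 nm, 665/545 nm emission ratio, normalized to buffer-only (basal) and MBNL1-(CUG)12 controls. Complex of MBNL1-His with Biotin-(CUG)12, compounds 92 nM–58 uM, incubated 60 min at room temperature.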
a7 integrin act: integrin-mediated muscular dystrophy alleviation activation | Potency, µM (series often up to 38.3 µM), inactives show at the highest dose activation, hits mostly activators | alpha7betagal myoblasts, beta-gal FDG fluorescence, 48 h | 350,000 tested, 0.064% active;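 also: potency is read from the fitted curve at half-maximal effect; 100% = response of the positive control SU9516; nearly all actives have a fitted effect of over 60% in size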
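alpha7betagal+/- myoblasts (passage 13, 250/well) treated 48 h at 37C with compounds at 1:260 dilution of DMSO stock. Lysed, then beta-galactosidase activity read as FDG fluorescence (ex 480/em 540) after 30 min, with pre-read for autofluorescence.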
KCNH2 3.1 inh: KCNH2 3.1 (human) potassium channel inhibition; activity change, % (tested at about 1.8 µM); 340,000 tested, 0.95% active; U2OS KCNH2 3.1, thallium flux FluxOr; stronger effect = lower value; AID 720553;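 active = maximum activity change below -70%; inconclusive = maximum activity change from -70% to -50%; inactive = maximum activity change above -50%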;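 also: thallium influx rate constant from kinetic fluorescence after stimulation buffer; % is scaled to controls: 0 for no effect and ±100 for the full control effect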
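Thallium flux read-out: FluxOr dye with Red40 quencher in HBSS/HEPES, 45 min at RT. Rate constants from kinetic reads were normalized to positive and negative DMSO controls. Cells: U2OS virally expressing the 3.1 isoform.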
hERG WT inh: inhibitors of human wildtype KCNH2 potassium channel; Q12809; U2OS, BacMam KCNH2, thallium flux FluxOr; stronger effect = lower value; activity change, % at 1.84 µM; 340,000 tested, 0.37% active; AID 720551;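 active = maximum activity change below -70%; inconclusive = maximum activity change between -70% and -50%; inactive = maximum activity change above -50%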; also: % is scaled to controls: 0 for no effect and ±100 for the full control effect
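U2OS cells transduced with wild-type KCNH2 virus are loaded with FluxOr dye for 45 min, and thallium flux is measured in kinetic reads before and after stimulation buffer. Rate constants are normalized to DMSO controls.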
ASM inhibitor: blocks human secretory acid sphingomyelinase; AID 504937; P17405; 340,000 tested, 0.006% active; Potency, µM (highest dose often 57.5 µM), for the others: top-dose activity change, negative = inhibition, usual class: inhibitors; placental ASM, HMU-PC fluorogenic substrate, 60 min; also: potency is read from the fitted curve at half-maximal effect
Target sequence (P17405 47-631 limits assumed): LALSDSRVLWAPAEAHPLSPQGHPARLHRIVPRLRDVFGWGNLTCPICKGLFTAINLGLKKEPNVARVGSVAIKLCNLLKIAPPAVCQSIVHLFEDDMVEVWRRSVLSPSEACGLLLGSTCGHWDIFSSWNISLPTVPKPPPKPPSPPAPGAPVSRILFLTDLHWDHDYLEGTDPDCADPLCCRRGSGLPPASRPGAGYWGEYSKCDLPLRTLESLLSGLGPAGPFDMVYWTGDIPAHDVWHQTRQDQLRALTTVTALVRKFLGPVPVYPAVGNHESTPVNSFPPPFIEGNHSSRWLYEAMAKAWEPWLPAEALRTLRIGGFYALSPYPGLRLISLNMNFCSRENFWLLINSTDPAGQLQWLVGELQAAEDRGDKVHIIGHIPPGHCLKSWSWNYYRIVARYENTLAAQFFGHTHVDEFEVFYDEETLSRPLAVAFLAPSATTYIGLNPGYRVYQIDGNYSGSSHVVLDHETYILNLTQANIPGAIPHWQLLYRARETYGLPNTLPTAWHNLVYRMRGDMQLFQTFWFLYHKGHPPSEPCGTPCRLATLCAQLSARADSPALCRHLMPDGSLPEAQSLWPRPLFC
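Fluorescence read-out (Ex 386 nm, Em 447 nm) after stopping the reaction at pH 10. Enzyme: ASM from human placenta; substrate HMU-PC0, 9 uM final; 60 min, 37 °C. Compound preincubation 10 min, ambient temperature.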
FBPA coupling cs: inhibits coupling enzyme system, counter-screen for aldolase hits | coupling enzyme system counterscreen, AmpLite Red fluorescence | activity change, negative = inhibition, % at 58.2 µM, hits read low | 290,000 tested, 0.67% active | AID 2472; in the data active = activity change below about -30%; also: % is scaled to controls: 0 for no effect and ±100 for the full control effect
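First, compound is pin-transferred into glyceraldehyde-3-phosphate coupling-enzyme reagent at 57.5 uM final and held 10 min at RT. Next, substrate, coupling system and AmpLite Red are added. After 20 min RT, fluorescence (525/598 nm) is read.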
TRPV1 ag: human TRPV1 agonism; activation, % at 8.33 µM; 320,000 tested, 0.19% active; AID 540275; Q8NER1; TRPV1-expressing cells, Fluo-8 calcium influx, agonist mode; in the data active = activation above about 80%; inconclusive = between about 30% and that limit; also: 0% is about no effect
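Cells expressing TRPV1 were dye-loaded with Fluo-8 and read kinetically: 10 s baseline, 3 min after compound (agonist portion), then 2 min after EC20 capsaicin (allosteric enhancer portion). Calcium-bound dye fluorescence at 480/520 nm.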
Active calls of the source: *; ? = inconclusive; . = not tested or not shown; [ ] = remark or other dose. Unless noted, calls follow the shape of the dose curve; as a rule, active = well fitted curve in the direction sought with a large enough effect; inconclusive = small, poorly fitted or top-dose-only effect, or another doubt; inactive = no such curve, though single readings can be large; an effect the other way counts as inactive or inconclusive.

Every second line gives: AT treatment	KCNH2 3.1 inh	MLL CXXC-DNA inh	FBPA coupling cs	a7 integrin act	MBNL1 CUG block	TRPV1 ag	hERG WT inh	GALK inhibitor	ASM inhibitor
> CCOC(=O)c1ccc(NC(=O)C2C3CCC(C3)C2C(=O)O)cc1 (configuration not stated)
 : 0.6%	-11.6	-1.9%	4.4	14.7%	-4.1%	-2.6	2.4	0.5%	2.5%
> CCCCNC(=O)C1=C(N)C(C(=O)Nc2ccc(C)c(S(=O)(=O)N3CCCCC3)c2)SC1=Nc1ccc(C)cc1C (configuration not stated)
 : -3.5%	6.6	23.8%	-0.9	0.0%	-1.0%	0.5	-0.9	0.0%	-1.3%
> Cc1onc(-c2c(F)cccc2Cl)c1C(=O)NCCO
 : -3.7%	-12.5	-2.1%	1.9	3.6%	-2.0%	0.6	2.4	1.7%	1.3%
> COc1cc(/C=N/Nc2ccc3ccccc3c2)ccc1OC(=O)c1ccco1
 : -2.0%	2.3	52.4%[activator]	-0.8	9.0%	0.5%	6.7	-1.1	-0.1%	0.6%
> Cc1cccc2nc(CSc3nc4[nH]ncc4c(=O)n3-c3cccc(Cl)c3)cc(=O)n12
 : 6.0%	14.1	0.2%	3.0	-13.6%	?	-4.8	1.2	.	10.9%
> Cc1ccccc1N1C(=O)C(Cl)=C(N2CCOCC2)C1=O
 : -4.2%	7.6	-5.9%	4.5	-12.1%	?	-4.7	-1.3	3.7%	1.1%
> COc1ccc(OCC(=O)NCCc2ccc(S(N)(=O)=O)cc2)cc1
 : 1.8%	1.6	9.4%	1.4	-32.0%	-3.3%	0.0	0.8	-0.3%	0.2%
> O=C(c1ccc2c(c1)C(=O)N(Cc1ccco1)C2O)N1CCOCC1 (configuration not stated)
 : 10.0%	13.8	-8.1%	-2.1	-6.7%	0.4%	2.2	1.6	2.8%	-1.2%
> O=C1OCc2cc(NC(=O)C3COc4ccccc4O3)ccc21 (configuration not stated)
 : 10.1%	8.6	-0.6%	0.0	1.4%	2.7%	?	1.9	.	1.3%
> O=C(Nc1nc2ccccc2[nH]1)c1ccc(OC(F)F)cc1
 : -1.9%	-1.7	8.4%	0.5	2.9%	1.4%	10.6	-1.3	10.6%	0.4%[11.5 µM]
> CCOC(=O)CNC(=O)CNC(=O)c1nn(-c2ccc(OC)c(Cl)c2)c(=O)c2ccccc12
 : -5.7%	-0.6	19.7%	-0.7	31.4%	9.5%	-0.1	-6.2	-0.1%	1.7%
> O=C(N/N=C\c1ccc(-c2ccccc2[N+](=O)[O-])o1)C1COc2ccccc2O1 (configuration not stated)
 : -2.4%	-32.4	5.7%	-1.6	0.7%	19.0%	1.4	6.6	0.4%	-10.7%
> O=C(CSc1ncnc2nc[nH]c12)N1CCN(c2ccc(Cl)cc2)CC1
 : 3.0%	-4.7	17.6%	4.1	-22.9%	3.0%	?	-14.7	-0.5%	-15.6%
> CCCCN(C(=O)Cn1nnc2ccccc21)C(C(=O)NCCOC)c1ccccc1 (configuration not stated)
 : 1.6%	4.0	5.6%	-3.0	-17.3%	-4.8%	1.2	-4.2	-0.2%	3.4%
> COc1cc(-c2nnc(SCC(=O)OC3CCCCC3)o2)cc(OC)c1OC
 : -2.2%	-2.4	12.4%	0.2	16.5%	1.3%	13.4	-6.5	-4.0%	-7.4%
> Nc1cc(N)nc(SCC(=O)NCCC2=CCCCC2)n1
 : 0.4%	0.9	.	.	9.4%	.	0.7	0.9	.	.
> Cc1ccccc1OCCn1c(=O)oc2ccccc21
 : 6.0%	-5.3	2.5%	-0.3	1.8%	5.9%	1.5	-7.7	-4.6%	-5.8%
> COC(=O)c1nc(C(=O)OC)c(C(=O)OC)nc1C(=O)OC
 : 2.3%	-19.1	-9.3%	0.5	5.9%	?	0.0	-11.6	1.1%	4.3%
> Cc1ccc(C)c(NC(=S)NCCc2c[nH]c3ccccc23)c1
 : 0.5%	-17.3	-6.3%	0.1	?	-2.9%	?	-1.7	0.1%	-1.0%
> CC(=O)c1ccccc1NC(=O)CN1C(=O)NC2(CCCCCCC2)C1=O
 : .	-15.4	.	.	8.2%	.	.	-2.3	.	-1.9%
> CCOC(=O)COc1nc2ccc(Br)cc2c(-c2ccccc2)c1C(C)=O
 : 3.3%	9.1	11.1%	2.9	?	0.6%	?	15.6	-2.3%	-0.8%
> COc1ccc2c(C)cc(SCC(=O)N(C)C3CCS(=O)(=O)C3)nc2c1 (configuration not stated)
 : 1.6%	-2.1	27.9%	4.5	8.3%	-4.8%	0.7	4.0	1.1%	3.6%
> CC1=NN(c2ccc(Br)cc2)C(=O)/C1=C/c1ccc(-c2ccccc2C(=O)O)o1
 : -4.9%	-11.9	?	12.4	31.1%	-1.0%	-4.7	-8.4	-8.5%	-11.3%
> CCN(CC)C(=O)c1c(Cl)nc(C)c([N+](=O)[O-])c1C
 : 2.5%	-5.1	4.1%	2.2	-9.5%	-2.2%	-0.3	-3.1	-1.2%	4.0%
> O=C1ON=C(c2ccccc2)/C1=C/c1ccco1
 : -4.9%	-10.4	-21.9%	-0.3	13.1%	12.7%	1.6	-11.6	0.3%	-17.0%
> CCCc1cc(=O)[nH]c(SCC(=O)N2CCN(S(=O)(=O)c3ccc4ccccc4c3)CC2)n1
 : -1.7%	6.0	4.6%	1.3	8.9%	-3.0%	3.3	2.1	.	5.0%
> CCOC(=O)COc1ccc(Br)cc1C1NC(=O)NC(C)=C1C(=O)NCc1ccccc1 (configuration not stated)
 : -5.1%	14.8	21.8%	-1.4	5.7%[7.66 µM]	-0.1%	-0.3	-10.4	-0.4%	-0.7%
> Cc1ccc(N(CC(=O)NC2CCCCC2)C(=O)CCCC(=O)Nc2ccccn2)c(C)c1
 : -3.0%	11.6	12.3%	4.1	15.3%	-2.7%	-0.3	0.7	9.0%	2.7%
> Cc1noc(C)c1COC(=O)c1ccc(S(=O)(=O)N2CCCCC2)cc1
 : -0.3%	-0.8	3.7%	1.1	-6.1%	0.3%	6.2	-0.8	8.8%	0.8%
> Cc1ccc(-n2c3c(cc(C(=O)NCc4ccco4)c2=O)C(=O)CCC3)cc1
 : 0.9%	3.4	-1.5%	-0.9	-11.3%	-7.6%	0.0	-4.6	4.1%	4.3%
> CC(=O)c1ccc(C(=O)N2CCCC(CCC(=O)N(C)CCc3ccccn3)C2)s1 (configuration not stated)
 : 0.8%	15.3	-20.9%	0.2	0.9%	7.0%	1.1	5.2	-0.9%	-1.4%
> CC1O[C@H](OC2C(COC3OC(CO)C(O)[C@H](O)C3O)OC(OC3CC[C@]4(C)C(CC[C@@]5(C)[C@@H]4C=C[C@]46OC[C@@]7(CCC(C)(C)C[C@H]74)C(O)C[C@@]56C)C3(C)C)C(O)C2O)C(O)C(O)C1O (some centres not stated)
 : 7.8%	4.6	.	.	29.4%	.	.	-1.2	.	-12.3%
> NC(=O)c1ccc(NC(=O)CSC2=Nc3ccccc3C3CC=NN23)cc1 (configuration not stated)
 : 0.2%	13.3	?	6.8	-24.7%	?	0.3	-8.9	0.4%	-1.2%
> Cc1ccc(/C=C2\SC(=S)N(CCCC(=O)Nc3cccnc3)C2=O)cc1
 : ?	2.3	-4.3%	.	-50.1%[inhibitor]	22.5%	-2.3	3.6	-0.5%	-2.6%
> Cc1nc2ccccc2c(=O)n1NC(=O)c1ccc([N+](=O)[O-])cc1
 : -2.5%	8.9	-0.5%	5.0	-8.4%	?	2.0	16.2	-0.7%	7.6%
> COCCN(Cc1nc(C(c2ccccc2)c2ccccc2)no1)C(C)C
 : 11.3%	-22.4	-8.0%	0.3	5.5%	0.3%	6.5	-6.0	0.0%	-0.2%
> Cc1c(NC(=S)NC(=O)c2ccc(Br)o2)c(=O)n(-c2ccccc2)n1C
 : -0.4%	18.8	2.0%	4.0	21.0%	-5.3%	0.4	-4.1	9.0%	0.0%
> N=C1C(c2nc(-c3ccc(Cl)cc3)cs2)=C(O)CN1NC(=O)c1ccc(O)cc1
 : -13.6%	-4.4	6.0%	0.4	24.0%	19.9%	2.0	-6.1	-7.3%	-11.1%
> CCCCCCC(=O)N1CCCC(c2nc(-c3cccc(OC)c3)no2)C1 (configuration not stated)
 : 0.0%	-10.4	6.1%	0.2	-14.4%	-5.9%	?	-2.8	-0.7%	-9.4%
> C=CCn1c(SCC(N)=O)nnc1-c1cnccn1
 : -13.6%	1.2	-7.2%	-0.6	-10.8%	-0.3%	5.7	-5.1	.	1.8%
